M. tuberculosis = growth inhibition of non-replicating M. tuberculosis (AID 488890); one-dose inhibition, % at 25 µM; IC50 in µM for titrated hits; Mycobacterium tuberculosis non-replicating, growth inhibition; higher % means a stronger effect; 0.39% of 320,000 active; in the data active = a potency from the dose series; inconclusive = inhibition mostly from about 82% at the one dose, without a potency; inactive = the rest, 99 in 100 with inhibition below about 76%;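 also: plate controls were DMSO cells for no effect and high antibiotic wells for full effect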
Salmonella PhoP GFP = Inhibition of PhoP regulon, Salmonella typhi GFP reporter cells, confirmation, 4 h (AID 1850) | Salmonella Typhi PhoP-promoter GFP reporter, fluorescence, 4 h; higher % means a stronger effect | inhibition, % at 50 µM, or IC50 in µM where a hit was titrated | 0.33% of 310,000 active; in the data active = a potency from the dose series; inconclusive = inhibition mostly from about 25% at the one dose, without a potency; inactive = the rest, 99 in 100 with inhibition below about 19%;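 also: 0% = induced wells with vehicle and 100% = uninduced wells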
M. tuberculosis HTS = M. tuberculosis growth inhibition, HTS (AID 449762); one-dose inhibition, % at 25 µM; IC50 in µM for titrated hits; M. tuberculosis H37Rv growth inhibition, 7H9 media; higher % means a stronger effect; 0.59% of 330,000 active; in the data active = a potency from the dose series; inconclusive = inhibition above about 70% without an active follow-up result;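 also: bacterial growth assessed after seven days of incubation; strong numbers were not always called active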
influenza NS1A = H1N1 influenza NS1A inhibitors, functional cell based assay (AID 504329); NS1A functional cell-based assay, percent inhibition; higher % means a stronger effect; inhibition, % at 12.5 µM, or IC50 in µM where a hit was titrated; 0.3% of 340,000 active; in the data active = a potency from the dose series; inconclusive = inhibition above about 27% without an active follow-up result; also: strong numbers were not always called active
inhibitors of VEEV = inhibitors of VEEV TC-83 cytopathic effect, confirmation, Vero cells (AID 588727). Vero cells, VEEV TC-83 cytopathic effect inhibition; higher % means a stronger effect. 0.13% of 350,000 active. inhibition, % at 20 µM; hits with a dose series show IC50 in µM; in the data active = a potency from the dose series; inconclusive = inhibition mostly from about 14% at the one dose, without a potency; inactive = the rest, 99 in 100 with inhibition below about 12%; also: strong numbers were not always called active
inhibitors of VEEV 10K pilot screen = further read-out of inhibitors of VEEV, marked with its call; inhibition, %; measured here: 10K pilot screen inhibition
Numbers without * were called inactive; i = inactive; ? = inconclusive; / = no result given.

SMILES	M. tuberculosis	Salmonella PhoP GFP	M. tuberculosis HTS	influenza NS1A	inhibitors of VEEV	others
CCOc1cc(C(=O)OCC(=O)NC(C)c2ccccc2)ccc1OCC(=O)N1CCOCC1 (configuration not stated)	6%	-1%	1%	3%	i
O=C(NCc1nc2ccccc2[nH]1)C1=C[C@H](c2ccc(C(F)(F)F)cc2)C[C@H](OCc2ccc(CO)cc2)O1	33%	-42%	58%	-15%	1.5%
CC(C)(C)c1ccc(NC(=O)C2=CN3CCS(=O)(=O)N=C3C=C2)cc1	34%	/	39%	-1%	i
c1ccc(-c2nnc(CSc3nncs3)o2)cc1	49%	-10%	-1%	6%	0.3%	inhibitors of VEEV 10K pilot screen=0.9
Cc1nccn1CCCN1C(=O)OC2(CCCCC2)C1(C)O (configuration not stated)	3%	-9%	7%	4%	1.7%
CC(=O)Oc1ccc2nc(-c3ccco3)oc(=O)c2c1	42%	-1%	1%	-9%	0.6%
Cn1nnc(NC(=O)c2ccc([N+](=O)[O-])cc2Cl)n1	-8%	-2%	5%	-4%	3.0%
CC1(C)CC2CC(C)(CN2S(=O)(=O)c2cccc(C(N)=O)c2)C1 (configuration not stated)	15%	/	-3%	-10%	0.5%
CCC(C)(C)C1CCc2c(sc(NC(=O)c3ccoc3C)c2C(N)=O)C1 (configuration not stated)	4%	8%	3%	1%	2.4%
Cc1ccc(CC(=O)OCCNC(=O)c2cccnc2)cc1	0%	-15%	-11%	0%	1.3%
CC(C)c1cc(CNC(=O)CC2C(=O)NCCN2CC2CCCCC2)on1 (configuration not stated)	-2%	4%	1%	-2%	0.2%
O=C(c1ccccc1)N1CCN(S(=O)(=O)c2cccc(NS(=O)(=O)c3ccccc3)c2)CC1	13%	4%	-2%	/	7.2%
O=C1/C(=C/c2cccs2)CCC1C1CCCC1 (configuration not stated)	?	4%	2%	-10%	0.1%
Cc1ccc(S(=O)(=O)N2CCC(NC(=O)c3cccnc3)CC2)cc1Cl	7%	7%	3%	-11%	1.3%
CCc1ccc(-c2cc(C(=O)N/N=C/c3ccco3)[nH]n2)cc1	77%	11%	68%	-12%	2.7%
CCOC(=O)N1CCC(N2Cc3cccc(C(=O)NCc4ccc(OC)cc4)c3C2=O)CC1	35%	-5%	-5%	/	/
Cc1cccnc1NC(=O)c1cccc(S(=O)(=O)N2CCCc3ccccc32)c1	24%	0%	-8%	-1%	4.2%
CCOC(=O)C(=O)Nc1ccccc1C(N)=O	-11%	-7%	-3%	-7%	1.0%
COc1ccc(C(=O)O/N=C(\N)c2ccccn2)cc1[N+](=O)[O-]	-20%	-3%	9%	-4%	i
COc1cc(N2C(=O)CC(=O)NC2=O)cc(OC)c1OC	18%	-10%	0%	-1%	0.6%

Already shown: entries from further up.
SMILES	M. tuberculosis	Salmonella PhoP GFP	M. tuberculosis HTS	influenza NS1A	inhibitors of VEEV	others
CCOc1cc(C(=O)OCC(=O)NC(C)c2ccccc2)ccc1OCC(=O)N1CCOCC1 (configuration not stated)	6%	-1%	1%	3%	i
O=C(NCc1nc2ccccc2[nH]1)C1=C[C@H](c2ccc(C(F)(F)F)cc2)C[C@H](OCc2ccc(CO)cc2)O1	33%	-42%	58%	-15%	1.5%

The listing picks up with the 4 entries that preceded the break.
SMILES	M. tuberculosis	Salmonella PhoP GFP	M. tuberculosis HTS	influenza NS1A	inhibitors of VEEV	others
Cc1cccnc1NC(=O)c1cccc(S(=O)(=O)N2CCCc3ccccc32)c1	24%	0%	-8%	-1%	4.2%
CCOC(=O)C(=O)Nc1ccccc1C(N)=O	-11%	-7%	-3%	-7%	1.0%
COc1ccc(C(=O)O/N=C(\N)c2ccccn2)cc1[N+](=O)[O-]	-20%	-3%	9%	-4%	i
COc1cc(N2C(=O)CC(=O)NC2=O)cc(OC)c1OC	18%	-10%	0%	-1%	0.6%
COc1cc(NC(=O)N[C@H](C(=O)O)C(C)C)cc(OC)c1	-6%	-2%	-8%	-5%	2.8%
CCOC(=O)CNS(=O)(=O)c1ccc(C(=O)O)cc1	-10%	0%	-5%	-18%	0.3%
Cc1ccc(S(=O)(=O)N2CCN(S(C)(=O)=O)CC2)cc1	-3%	-6%	3%	-14%	i
COc1ccc(CCNC(=O)Cn2c(=O)n(CC3CCCO3)c(=O)c3cc(OC)c(OC)cc32)cc1OC (configuration not stated)	0%	2%	3%	-13%	0.1%
O=C(O)C(Oc1ccc2ccccc2c1)c1ccccc1 (configuration not stated)	1%	-2%	-10%	-9%	0.3%
CCCOc1ccc(N2CC(C(=O)Nc3ncccc3C)CC2=O)cc1 (configuration not stated)	14%	-5%	26%	0%	3.0%
CC1(C)CC(=O)C2=C(C1)Nc1ccccc1NC2c1ccc(F)c(F)c1 (configuration not stated)	-3%	0%	-1%	-7%	i
COc1ccccc1CNC(=O)CC(C)C	10%	3%	-7%	0%	5.2%
COc1ccccc1CNC(=O)CSc1nc(=O)n(Cc2ccncc2)c2c1CCC2	-13%	-6%	-4%	9%	2.0%
COc1ccc(CC(=O)Nc2ccc(C(=O)O)cc2NC(=O)Cc2ccc(OC)cc2)cc1	-14%	-2%	0%	-6%	i
CC(C)N(C(=O)CSc1nnc(NC2CC2)s1)c1ccccc1	-5%	/	0%	-14%	6.3%
O=C(Nc1ccccc1C(F)(F)F)c1ccccn1	0%	5%	8%	-7%	0.4%
CC(C)(C)c1cc(OC(=O)c2ccncc2)ccc1O	44%	-3%	-15%	-1%	i
O=C(CCCSc1nc2ccccc2s1)NCc1ccc2c(c1)OCO2	?	-7%	8%	-17%	0.3%
Cc1ccc(NC(=O)C2CCCN(S(=O)(=O)c3c(C)noc3C)C2)cc1F (configuration not stated)	1%	7%	5%	8%	1.1%
Cc1ccc(C)n1-c1nnc(N2CCC(C(=O)NCCCN3CC(C)CC(C)C3)CC2)s1 (configuration not stated)	-1%	-18%	-2%	4%	i
COc1cc(/C=N/NC(=O)c2ccc(CSc3nncn3C)cc2)ccc1OCC(=O)N1CC(C)OC(C)C1 (configuration not stated)	3%	7%	-1%	0%	1.3%
CCN1C(=O)c2cccc3c(NC(=O)c4ccc5c(c4)OCCO5)ccc1c23	-14%	4%	2%	-2%	0.6%
CC(C(=O)NC1C=CS(=O)(=O)C1)N1C(=O)/C(=C/c2ccc(Cl)cc2)SC1=S (configuration not stated)	-11%	32µM*	9%	6%	i
Cc1c(-c2ccccc2)n[nH]c1C(=O)N=Nc1c(O)[nH]c2ccccc12	-20%	11%	9%	7%	0.9%

Next section, starting with the last 2 of the part before.
SMILES	M. tuberculosis	Salmonella PhoP GFP	M. tuberculosis HTS	influenza NS1A	inhibitors of VEEV	others
CC(C(=O)NC1C=CS(=O)(=O)C1)N1C(=O)/C(=C/c2ccc(Cl)cc2)SC1=S (configuration not stated)	-11%	32µM*	9%	6%	i
Cc1c(-c2ccccc2)n[nH]c1C(=O)N=Nc1c(O)[nH]c2ccccc12	-20%	11%	9%	7%	0.9%
C=CCOC(=O)C1=C[C@@H](c2coc3ccccc3c2=O)[C@H](CCCO)[C@@H](OCC)O1	20%	-12%	1%	15%	0.2%
Nc1c(O)cccc1C(=O)O	-18%	-24%	-3%	2%	0.3%
C[C@H](CO)N1C[C@H](C)[C@@H](CN(C)S(=O)(=O)c2cn(C)cn2)Oc2ccc(NC(=O)Nc3ccc4c(c3)OCO4)cc2C1=O	13%	/	3%	-11%	i
COC(=O)CC(=O)Cc1nc(N)nc(Nc2ccc(C)c(C)c2)n1	-3%	-10%	-6%	-6%	0.4%
Cc1cccc([N+](=O)[O-])c1NC(=O)CN(Cc1ccccc1)Cc1ccccc1	28%	-6%	10%	8%	3.5%
Cc1ccc(-n2nc3c([n+]2[O-])CCc2nonc2-3)cc1	-3%	-5%	2%	1%	i
COc1ccc(N2C(=O)c3ccccc3NC2(C)C)cc1	1%	13%	4%	-4%	0.5%
O=C(C[C@H]1C/C=C\C[C@H](NC(=O)OCC2c3ccccc3-c3ccccc32)C(=O)O[C@@H](c2ccccc2)CNC1=O)NCCO	59%	/	-7%	-6%	i
CCOC(=O)c1c(-c2ccccc2)[nH]c2ccc(O)cc12	2%	0%	5%	-22%	i
CCOc1ccc2c(c1)c(=O)c(S(=O)(=O)c1ccc(C)cc1)cn2CC	11%	-15%	0%	3%	3.2%
CC(=O)c1cccc(NC(=O)c2ccc(N(Cc3ccc(C)cc3)S(C)(=O)=O)cc2)c1	-3%	6%	5%	11%	i
C=CCNC(=S)N/N=C/c1ccc(C)s1	24%	0%	0%	-4%	10%
CCN(C(=O)COC(=O)c1cc(OC)c(OC)cc1[N+](=O)[O-])C1CCS(=O)(=O)C1 (configuration not stated)	-5%	0%	-11%	10%	1.1%
CCC(=O)c1ccc(SC(=O)N(C)C)cc1O	13%	3%	2%	-19%	0.9%
COc1cc(C(C)=O)ccc1OCC(=O)Nc1ccccc1N1CCCCC1	47%	-2%	?	-8%	8.0%
Cn1c(/C=C/N2CCOCC2)c(C(=O)c2ccc(Br)cc2)c(=O)n(C)c1=O	6%	18%	-1%	-3%	1.6%
COc1ccc(CNC(=O)/C=C/c2cc([N+](=O)[O-])ccc2OC(F)F)cc1	-2%	0%	-6%	19%	i
COc1ccc(CNC(=O)c2ccc(S(=O)(=O)N3CCOCC3)cc2)cc1	/	/	/	-12%	1.4%
C=C(C)C1(O)OC(=O)C=C1OC (configuration not stated)	58%	3%	-13%	3%	4.6%
O=C(Cc1ccc([N+](=O)[O-])cc1)N/N=C/c1ccc([N+](=O)[O-])o1	i	20µM*	?	2%	i
Cc1nn(C2CCOC(C)(C)C2)c2c1C(c1ccc(OC(C)C)cc1)SCC(=O)N2 (configuration not stated)	35%	-5%	-9%	0%	1.5%
Cc1ccc(CS(=O)Cc2ccc(C(=O)NC3CCCC(C)C3C)o2)cc1 (configuration not stated)	28%	3%	-3%	4%	1.4%
O=C(CSc1nnc(-c2cccs2)n1Cc1ccco1)Nc1ccc2c(c1)OCO2	23%	2%	-4%	-6%	i	inhibitors of VEEV 10K pilot screen=2.3
O=C(COC(=O)c1c(F)cccc1F)NCc1ccc2c(c1)OCO2	33%	/	0%	0%	0.4%
CC(C)(NC(=O)N1CCCC1)c1cccc(C(C)(C)NC(=O)N2CCCC2)c1	4%	-6%	4%	2%	i
O=C(NC(C(=O)c1ccccc1)n1cnccc1=O)c1ccccc1 (configuration not stated)	5%	-5%	9%	0%	0.6%
C/C(CC(=O)Nc1ccc(Cl)cc1C(F)(F)F)=N\NC(=O)c1cccs1	?	2%	?	-4%	2.1%
O=C1OC(c2ccccc2)=N/C1=C\N1CCCCC1	8%	9%	-3%	0%	i
CC1CCCN(C(=O)Cn2nnc(-c3cccnc3)n2)C1 (configuration not stated)	-5%	12%	-11%	-29%	i
COC(=O)c1ccc2c(=O)[nH]c(COC(=O)c3c(-c4ccccc4Cl)noc3C)nc2c1	16%	2%	17%	-3%	6.3%
Cc1ccc(-c2noc(C3CCN(S(=O)(=O)c4ccc5c(c4)OCCO5)CC3)n2)o1	14%	-17%	4%	24%	i
CN(CC(=O)Nc1ccccc1Cl)C(=O)COC(=O)c1ccc(=O)n(Cc2ccccc2)n1	-12%	9%	1%	-4%	1.1%
Cc1noc(C)c1S(=O)(=O)Nc1ccc(O)c2c(=O)cc(-c3ccccc3Cl)oc12	18%	-1%	1%	-15%	4.3%
CNC(=S)NCc1ccc(Cl)cc1	-9%	7%	-6%	-20%	0.6%
CCCC(C(=O)NC1CCCC1)N(C(=O)Cn1nnc(-c2ccc(C)o2)n1)c1ccccc1F (configuration not stated)	/	/	/	-6%	5.0%
CCn1cc(C(=O)NN)c(=O)c2cc(F)c(N3CCCCC3)cc21	/	/	/	5%	2.5%
Cc1ccc(S(=O)(=O)N(C)CC(=O)NC2CCCC2)cc1	-4%	-6%	-5%	4%	i
COC(=O)C1=C(c2ccc(F)cc2OCc2ccccc2)C[C@@H]2CC[C@H]1N2C(=O)NCc1ccc2[nH]ccc2c1	42%	/	-16%	-1%	0.6%
O=C(CSc1ccc(-c2cccnc2)nn1)c1ccc([N+](=O)[O-])cc1	28%	4%	-11%	15%	0.2%
CCOc1ccc(-c2ccc(SCC(=O)NC3CCCCC3)nn2)cc1	22%	-10%	6%	-2%	1.2%
CCOC(=O)c1c(C)nc(C(Cl)(Cl)Cl)nc1N	10%	-12%	-8%	-4%	2.2%
CCC(=O)N1CCc2cc(Br)cc(S(=O)(=O)NCC3CCCO3)c21 (configuration not stated)	3%	-2%	-10%	-4%	0.9%
CCOc1ccc(CCNC(=O)COC(=O)c2ccc(Br)o2)cc1OCC	44%	-11%	7%	-5%	2.0%
COc1ccc(S(=O)(=O)NCCc2nnc3ccc(SCC(=O)Nc4cc(C)on4)nn23)cc1	-7%	-8%	1%	3%	1.2%

Bioassay records: PubChem, Southern Research Specialized Biocontainment Screening Center
